Bioassay records deposited in PubChem by Sanford-Burnham Center for Chemical Genomics.
NOD1 NF-kB reporter – NOD1 signaling inhibitors, primary screen, cell-based, luminescence, uHTS (AID 1578). NOD1-driven NF-kB luciferase reporter cells, luminescence; higher % means a stronger effect. inhibition, % at 4 µM, or EC50 in µM where a hit was titrated. hit rate 1% among 290,000; in the data active = inhibition mostly above about 36%, no sharp cut-off; inactive = mostly below about 34%;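 also: HEK-293T reporter cells stimulated with the NOD1 agonist gamma-tri-DAP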
AID2073 – disruptors of CaV2.2 binding to Mint1 – biochemical, HTRF (AID 2073); inhibition, % at 20 µM; hits with a dose series show IC50 in µM; HTRF protein-protein interaction, Mint1-CaV2.2; higher % means a stronger effect; hit rate 0.19% among 290,000; in the data active = inhibition mostly above about 51%, no sharp cut-off; also: some results filed as inactive read as strong as hits
Siah-1 displacement – Siah-1 peptide-binding antagonists, primary screen, biochemical, fluorescence polarization, rhodamine-plectin, uHTS (AID 1817). one-dose displacement, % at 20 µM; IC50 in µM for titrated hits. Siah-1 / rhodamine-plectin peptide fluorescence polarization; higher % means a stronger effect. hit rate 0.02% among 290,000;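 active = displacement of at least 50% at 20 µM, with a fluorescence ratio check between 0.3 and a set limit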;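 also: plate controls were Siah plus tracer with DMSO for no effect and tracer alone without Siah for full effect; strong numbers were not always called active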
GPR55 beta-arrestin – selective activators of receptor GPR55 – imaging, U2OS cells, beta-arrestin-GFP redistribution, primary screen (AID 1961). U2OS GPR55 beta-arrestin-GFP redistribution imaging; higher % means a stronger effect. one-dose activation, % at 10 µM; EC50 in µM for titrated hits. hit rate 0.048% among 290,000;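 active = activation above 40% with more than 50 cells counted in the well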;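 also: U2OS osteosarcoma cells stably expressing GPR55 and beta-arrestin-GFP; plate controls were DMSO negative control for no effect and LPI positive control for full effect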
HIV peptide binding – inhibitors of HIV fusion peptide binding, primary screen, biochemical, uHTS, fluorescence dequenching (AID 1986); inhibition, % at 20 µM, or IC50 in µM where a hit was titrated; cell-free peptide binding, fluorescence dequenching, 30 min; higher % means a stronger effect; hit rate 0.3% among 290,000; in the data active = inhibition mostly above about 52%, no sharp cut-off; inactive = mostly below about 76%; also: some results filed as inactive read as strong as hits
GPR35 arrestin U2OS – inhibition of zaprinast-stimulated GPR35 beta-arrestin translocation – imaging, U2OS, beta-arrestin-GFP, zaprinast agonist, primary screen (AID 2058). U2OS GPR35 beta-arrestin-GFP translocation imaging, zaprinast antagonism; higher % means a stronger effect. inhibition, % at 10 µM, or IC50 in µM where a hit was titrated. hit rate 0.052% among 290,000;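 active = inhibition of at least 50% with at least 30 cells and total cytoplasm GFP at most 10,000,000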
GPR55 antagonists – GPR55 antagonists blocking LPI-driven arrestin recruitment, primary screen, imaging, U2OS, beta-arrestin-GFP, LPI agonist (AID 2013); U2OS GPR55 beta-arrestin-GFP translocation imaging, LPI antagonism; higher % means a stronger effect; inhibition, % at 10 µM; hits with a dose series show IC50 in µM; hit rate 0.13% among 290,000;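 active = spots per cell inhibited over 60%, with over 100 cells counted and total cytoplasm intensity under 500,000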;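 also: U2OS cells stably carrying GPR55 and arrestin-GFP stimulated by 5 µM LPI near EC80; imaged beta-arrestin-GFP aggregate spots per cell after agonist stimulation; plate controls were LPI-stimulated DMSO wells for no effect and DMSO wells without LPI for full effect; some results filed as inactive read as strong as hits; confirmed hits need IC50 under 10 µM and bright autofluorescent wells are also inconclusive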
KOR beta-arrestin-1 – KOR agonists, beta-arrestin recruitment, primary screen, cell-based, luminescence, uHTS (AID 1777); hit rate 0.02% among 280,000; KOR beta-arrestin recruitment, luminescence; higher % means a stronger effect; activation, % at 10 µM, or EC50 in µM where a hit was titrated; in the data active = activation above about 50%, passing the limit was not always enough; also: a part of the inactive calls stands beside numbers as strong as those of hits
KOR beta-arrestin-2 – KOR antagonists, beta-arrestin recruitment, cell-based, luminescence, uHTS (AID 1778). inhibition, % at 10 µM; hits with a dose series show IC50 in µM. KOR beta-arrestin recruitment, luminescence, antagonist mode; higher % means a stronger effect. hit rate 0.091% among 290,000; in the data active = inhibition above about 50%; also: strong numbers were not always called active
* hit, by the source's call; . = no result given; [ ] = dose if it differs, or a comment.

Each structure is followed by: NOD1 NF-kB reporter	AID2073	Siah-1 displacement	GPR55 beta-arrestin	HIV peptide binding	GPR35 arrestin U2OS	GPR55 antagonists	KOR beta-arrestin-1	KOR beta-arrestin-2
O=C(Nc1ccc(F)cc1F)c1ccc(-n2cccn2)nc1
 : -19%	20%	-5%	-0.1%	-1.5%	5%	7%	-3.6%	-3%
Nc1ccc(S(=O)(=O)Nc2ccc(C(=O)c3ccccc3)cc2)cc1
 : -1%	16%	0%	0.2%	0.7%	3%	12%	1.0%	-18%
Cc1cc2c(cc1C)N(Cc1ccccc1)C1=NCCCN12
 : -6%	-14%	-5%	0.0%	-0.3%	8%	-15%	2.7%	-27%
CCCc1cc(C(=O)NC2CCCN(Cc3ccccc3F)C2)no1 (configuration not stated)
 : -10%	-5%	7%	-0.2%	-0.7%	-21%	26%	-1.2%	32%
CCOc1ccc(-n2c(Cc3cc(=O)[nH]c(=O)[nH]3)nnc2SCC(=O)OC)cc1
 : 19%	-8%	0%	0.4%	-1.6%	-13%	-2%	-4.8%	12%
CCCC(=O)Nc1ccc(C(=O)NCCc2ccc(F)cc2)cc1
 : -29%	6%	1%	-0.1%	0.2%	11%	10%	0.7%	9%
CCCC(C(=O)NC1CCCC1)N(Cc1ccccc1)C(=O)c1snc(C(N)=O)c1N (configuration not stated)
 : 2%	9%	1%	-0.1%	1.2%	10%	-8%	-4.4%	-20%
Cc1ccc(CNC(=O)CN2C(=O)C3(OCCCO3)c3ccccc32)cc1
 : -31%	1%	8%	-0.1%	0.3%	11%	23%	1.4%	3%
CSc1ccccc1NC(=O)CN1CC(C)OC(C)C1 (configuration not stated)
 : -37%	2%	-1%	-0.2%	0.7%	8%	2%	-3.9%	8%
Cc1ccc(NS(=O)(=O)c2ccc3c(c2)n(C)c(=O)n3C)cc1C
 : 33%	-13%	2%	-0.2%	0.0%	0%	-1%	3.1%	-31%[20 µM]
CCC12CN(C(=O)c3ccc([N+](=O)[O-])cc3)CC(CC)(CN(C(=O)c3ccc([N+](=O)[O-])cc3)C1)C2=O
 : 6%	0%	-1%	1.2%	-1.7%	4%	-2%	4.3%	27%
Cc1ccc(-n2nc3c(c2NC(=O)c2ccc4c(c2)OCO4)CS(=O)(=O)C3)cc1C
 : -25%	2%	0%	0.0%	1.9%	-1%	1%	3.2%	-4%
O=C(CC1SC(=Nc2ccccc2)N(CCCO)C1=O)Nc1ccc(Cl)cc1 (configuration not stated)
 : -8%	1%	8%	-0.2%	-2.9%	0%	13%	-0.7%	-4%
Cc1csc(SCCn2c(Br)nc3c2c(=O)[nH]c(=O)n3C)n1
 : -16%	0%	13%	0.0%	0.8%	1%	7%	5.2%	26%
CCCCn1c(=S)[nH]c2cc(S(=O)(=O)N3CCCCC3)ccc21
 : 6%	-14%	0%	-0.2%	0.3%	5%	-9%	-4.9%	4%
Cc1cc(C)c(S(=O)(=O)N2CCN(CCN3C(=O)c4cccc5cccc(c45)C3=O)CC2)cc1[N+](=O)[O-]
 : -26%	0%	8%	-0.2%	-0.2%	1%	-1%	0.0%	13%
COc1ccc(Br)cc1C1Nc2ccccc2C(=O)N1NC(=O)c1ccncc1 (configuration not stated)
 : 19%	-8%	-3%	-0.1%	-3.7%	0%	16%	4.1%	-6%
COc1ccc(CCNC(=O)CCNC(=O)c2ccc([N+](=O)[O-])cc2)cc1
 : 0%	2%	-3%	-0.1%	0.4%	10%	1%	0.6%	11%
CS(=O)(=O)Nc1ccc(C(=O)NCc2ccccn2)cc1
 : -7%	1%	-2%	0.2%	-0.2%	-11%	-2%	-3.1%	-8%
COCCCNC(=O)C(=O)N/N=C/c1cc2c(cc1Br)OCO2
 : -11%	12%	0%	-0.1%	-2.3%	-4%	8%	-3.3%	-30%[20 µM]
COc1cccc(N2CCN(C(=O)/C=C/c3ccco3)CC2)c1
 : 8%	53%	-11%	0.2%	2.2%	2%	10%	-5.8%	24%
Cc1ccc(NC(=O)C(OC(=O)c2cnc(C)cn2)c2ccccc2)c([N+](=O)[O-])c1 (configuration not stated)
 : -24%	-3%	0%	-0.1%	-1.5%	-17%	5%	-4.1%	24%
CC1CN(C(=O)N2CCOCC2)CCN1C(=O)N1CCOCC1 (configuration not stated)
 : -30%	-4%	1%	-0.1%	0.5%	13%	4%	.	-3%[20 µM]
CC(C)=CCN1CCN(Cc2cc(C(C)C)n[nH]2)CC1CCO (configuration not stated)
 : -22%	1%	2%	0.2%	-0.8%	1%	15%	.	-38%[20 µM]
COC(=O)c1cccc(N(C(=O)CNC(=O)c2ccco2)C(C(=O)NC2CCCC2)c2ccco2)c1 (configuration not stated)
 : -22%	0%	2%	-0.1%	-2.2%	-2%	5%	8.2%	23%
COC(=O)Cc1c[nH]c2cccc(OCC(O)CN(Cc3ccccc3)C(C)C)c12 (configuration not stated)
 : -16%	4%	-7%	0.0%	-1.6%	9%	1%	2.2%	9%
O=C(CN1C(=O)CSc2cc(S(=O)(=O)N3CCCCCC3)ccc21)NCCc1ccccc1
 : -26%	4%	9%	-0.1%	2.1%	11%	-2%	-1.7%	26%
CN(C)c1nc(N2CCN(c3ccccc3)CC2)c(C#N)c(=O)o1
 : 18%	14%	-2%	-0.2%	-2.8%	16%	-3%	-1.3%	8%
O=C(C[n+]1cc(-c2ccccc2)n2c1CCCCC2)c1ccc(Cl)cc1
 : -17%	3%	-1%	-0.3%	-3.6%	2%	4%	-2.6%	8%
COc1ccccc1-c1nnc(SCCN2CCOCC2)n1-c1ccc(C)cc1
 : -12%	-10%	4%	-0.1%	0.6%	24%	8%	5.3%	-11%
C/C(=N/Oc1nc(C)cc(C)n1)c1ccc(Br)cc1
 : -12%	15%	-3%	-0.1%	2.3%	-8%	-2%	0.5%	-13%
CCCc1c(O)nc(SC2CC(=O)N(c3cc(OC)ccc3OC)C2=O)[nH]c1=O (configuration not stated)
 : -4%	-10%	-2%	-0.4%	-2.2%	-4%	10%	-4.0%	5%
CC(Oc1ccccc1)C(=O)N1CCN=C1SCc1ccccc1 (configuration not stated)
 : 5%	10%	-4%	-0.3%	0.7%	-7%	5%	8.4%	-4%
Cc1cccc2cc(C(c3nnnn3Cc3ccccc3)N3CCN(C)CC3)c(=O)[nH]c12 (configuration not stated)
 : 6%	-8%	-2%	-0.2%	0.6%	13%	4%	0.1%	8%
CC1CC(=O)NN=C1c1cccs1 (configuration not stated)
 : -6%	-2%	-3%	0.3%	0.9%	-7%	-3%	3.0%	20%
O=C(Cn1cnc2c(cnn2-c2ccccc2)c1=O)c1ccc(Cl)cc1
 : -9%	-4%	-1%	-0.3%	1.6%	5%	2%	-3.6%	13%
CCOC(=O)CSc1nc2c(sc(=S)n2-c2ccccc2)c(=O)n1-c1ccc(OC)cc1OC
 : -3%	2%	5%	0.0%	1.7%	13%	3%	2.4%	6%
COc1cccc(NC(=O)Cc2nnc(SCC(=O)c3ccccc3)n2C)c1
 : 5%	1%	-3%	-0.3%	1.9%	2%	-6%	-0.4%	-23%
O=C(CSc1nnc(C2CC2)n1-c1ccccc1)NCc1ccco1
 : 3%	-3%	4%	0.4%	0.3%	-1%	13%	-3.8%	0%
Clc1ccc(-c2cc(COc3ccc4ccccc4c3)no2)cc1
 : 5%	4%	-3%	-0.1%	0.0%	-2%	0%	-2.3%	1%
Cc1c(OCC(=O)NC(Cc2ccc(Cl)cc2)C(=O)O)ccc2c1oc(=O)c1ccccc12 (configuration not stated)
 : -23%	21%	-2%	0.2%	52%	4%	9%	5.7%	-54%[20 µM]
O=C(Nc1ccccc1)C1=C[C@H](c2ccc(Br)cc2)C[C@H](OCc2ccc(CO)cc2)O1
 : -11%	-10%	2%	-0.2%	2.8%	-20%	20%	-2.0%	-5%
CC(C)(C)c1ccc(C(=O)Nc2ccc(CN3CCS(=O)(=O)CC3)cc2)cc1
 : 25%	10%	-1%	-0.2%	-2.9%	-8%	9%	-0.6%	0%
COc1ccc(NC2c3ccccc3C(=O)N2Cc2ccccc2Cl)cc1OC (configuration not stated)
 : -8%	-10%	-2%	-0.1%	-3.7%	6%	9%	1.6%	16%
COC(=O)c1ccc(-c2noc(CN(C)CCC3CCCCO3)n2)cc1 (configuration not stated)
 : -18%	5%	1%	0.0%	2.5%	17%	9%	.	28%[20 µM]
Cn1c(Br)nc2c1c(=O)n(Cc1ccccc1)c(=O)n2C
 : -22%	15%	0%	-0.2%	-0.7%	2%	-1%	-0.9%	-14%
COc1ccc(NC(=S)Nc2ccc3nccnc3c2)cc1
 : -17%	43%	8%	0.3%	12%	-10%	4%	2.9%	-24%
CC(Sc1nc(C2CC2)n(-c2ccccc2)n1)C(=O)c1c(N)n(C)c(=O)n(C)c1=O (configuration not stated)
 : -26%	18%	6%	0.0%	1.0%	-6%	-14%	-5.3%	6%
Cc1c(C(=O)NC2CCC(C)CC2)oc2ccccc12 (configuration not stated)
 : -13%	42%	5%	0.2%	-1.6%	-3%	-7%	2.0%	-7%
Cc1cc(C)nc(NC(=O)C(c2ccccc2)c2ccccc2)c1
 : -13%	-2%	10%	-0.2%	-1.8%	16%	12%	3.3%	26%
CCOC(=O)c1c(NC(=O)CCC(=O)N(CC)CC)sc2c1CC(C)(C)OC2
 : -8%	0%	1%	-0.1%	-0.5%	-19%	0%	-1.6%	24%
COc1cc(C(=O)NCCCCCCNC(=O)c2cc(OC)c(OC)c(OC)c2)cc(OC)c1OC
 : -33%	6%	9%	-0.2%	0.0%	-4%	-23%	2.0%	0%[20 µM]
COc1ccc(OC)c(S(=O)(=O)N2CCC(C(=O)N3CCOCC3)CC2)c1
 : -18%	-17%	2%	0.0%	-2.1%	-3%	0%	0.3%	15%[20 µM]
Cc1ccc(S(=O)(=O)N2CCN(C(=O)COc3ccc(-c4nnco4)cc3)CC2)cc1
 : 28%	-14%	8%	0.0%	-0.7%	17%	4%	-4.3%	14%
O=C1NC(=O)C2(COC(c3ccccc3Cl)OC2)S1 (configuration not stated)
 : 4%	-8%	-2%	-0.3%	-1.1%	10%	8%	11%	-23%
Cc1cc(C)cc(NC(=S)N2CCC(NC(=O)C3CCCCC3)CC2)c1
 : 2%	-12%	2%	-0.1%	-0.8%	-12%	4%	-0.4%	22%
COc1ccc(NC(=O)Nc2ncccc2C)cc1
 : -26%	0%	6%	-0.3%	0.6%	-1%	-2%	-3.5%	-8%

An excerpt. The share of hits here may be higher or lower than overall.
